Assay outcomes as filed in PubChem.
S1P1 ag pot – S1P1 (human) agonism or agonism potentiation; S1P1 CRE-bla cells, forskolin, beta-lactamase FRET, potentiator mode; S1P1 agonist co-added at EC20, 2 nM; 100% = saturating reference agonist, 0% = basal; 0.57% of 56,000 active; P21453; activation, % at 9.5 µM;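 active = activation above a cutoff set at the mean activation of all tested compounds plus 3 SD, cut at about 54% in these data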;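 note: forskolin at 4 µM as EC80 and the EC20 agonist is SEW2871; 100% = SEW2871 at its EC100 plus forskolin at EC80; some compounds past the cut are filed as inactive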
Target sequence (P21453 whole entry, looked up): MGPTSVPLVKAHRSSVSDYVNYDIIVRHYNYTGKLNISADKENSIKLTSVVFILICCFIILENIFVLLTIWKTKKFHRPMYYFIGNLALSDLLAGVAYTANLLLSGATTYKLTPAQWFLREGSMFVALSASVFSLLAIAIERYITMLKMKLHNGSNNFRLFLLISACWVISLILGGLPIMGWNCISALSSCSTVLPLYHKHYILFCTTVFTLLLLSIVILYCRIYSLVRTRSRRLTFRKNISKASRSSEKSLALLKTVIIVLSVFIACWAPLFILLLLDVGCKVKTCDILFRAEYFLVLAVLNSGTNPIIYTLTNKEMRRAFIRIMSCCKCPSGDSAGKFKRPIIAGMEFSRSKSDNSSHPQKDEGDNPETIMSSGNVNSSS
5HT1E ag – agonists of human 5-HT1E serotonin receptor. P28566. CHO 5-HT1E Ga15 NFAT-bla reporter, FRET; 0% DMSO wells, 100% control agonist wells. activation, % at 6 µM. 0.69% of 65,000 active. AID 574;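 active = activation above a set limit, the screen-wide mean activation plus 3 SD, cut at about 8.5% in these data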;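 note: 100% = positive control agonist at 1 µM giving full maximal response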
Target sequence (P28566 whole entry, looked up): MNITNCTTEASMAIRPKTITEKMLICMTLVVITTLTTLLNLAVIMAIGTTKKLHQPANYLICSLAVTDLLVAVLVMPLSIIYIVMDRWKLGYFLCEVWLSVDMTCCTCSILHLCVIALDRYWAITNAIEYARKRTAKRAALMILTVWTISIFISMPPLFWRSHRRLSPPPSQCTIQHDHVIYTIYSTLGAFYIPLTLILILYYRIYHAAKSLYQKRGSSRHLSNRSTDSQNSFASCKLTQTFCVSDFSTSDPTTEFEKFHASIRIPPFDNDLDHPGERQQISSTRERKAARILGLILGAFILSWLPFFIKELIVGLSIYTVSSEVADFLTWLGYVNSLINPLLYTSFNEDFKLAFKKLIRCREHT
S1P3 agonist – S1P3 (human) receptor agonism. Q99500. AID 373. S1P3 NFAT-BLA reporter cells, FRET ratio; relative to 1 µM S1P, basal subtracted. activation, % at 4.5 µM. 0.1% of 60,000 active;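 active = activation above the screen-wide mean plus 3 SD, cut at about 4.5% in these data, passing the limit was not always enough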; note: some compounds called inactive have numbers as strong as hits
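Measure – % activation relative to 1 µM S1P (100%), per plate · System – stable CHO line with human S1P3, Gα16, NFAT-BLA reporter · Timing – cells plated overnight, compound 4 h 37 °C, substrate 2 h RT · Technique – fluorescent BLA substrate, ex 405 nm, em 460/535 nm ratio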
A340 absorber – compounds absorbing at 340 nm; 65,000 tested, under 10 active; compound absorbance at 340 nm, fold over control; fold change at 10 µM;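 active = at 10 µM dose, initial 340 nm absorbance at least 2 fold that of control wells; inactive = change under 2 fold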;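 note: initial absorbance extrapolated from kinetic A340 decline of NADH oxidation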
HTR1E antagonist – blocks the human 5-HT1E serotonin receptor. P28566. CHO 5-HT1E Ga15 NFAT-bla reporter, FRET, antagonist. inhibition, % at 6 µM. 0.99% of 65,000 active;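 active = inhibition above a set limit, the mean inhibition across every tested compound plus 3 SD, cut at about 29% in these data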;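 note: signal is the 460 over 535 nm emission ratio of beta-lactamase substrate; 0% = agonist plus DMSO wells and 100% = wells without agonist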
Her2 expr inh – Her2 kinase expression inhibition; HER2 level % of control, % at 10 µM; SKBR-3 HER2 protein level, AlphaScreen, 18-24 h; active compounds read low; 0.69% of 65,000 active; AID 645;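 active = HER2 level under 5% of the carrier-only control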;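 note: 100% = DMSO carrier and 0% = 500 nM PU-H71 HSP90 inhibitor; lower value means stronger loss of Her2 protein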
Autofluor 339 – intrinsic fluorescence of library compounds, ex339/em460 – biochemical, MLSMR library, data from DPM-DC assay, artefact control, profiling panel | fluorescence fold increase at 10 µM | AID 709 | 5.5% of 65,000 active | compound autofluorescence, ex339/em460 nm, NADH buffer; active compounds read high; 1 = no-compound wells, NADH background;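 active = at 10 µM, mean starting fluorescence two-fold or more over control wells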;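 note: signal is the first read of a kinetic run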
5-HT1A blocker – blocks the human serotonin 5-HT1a receptor | P08908 | CHO 5-HT1a Ga15 NFAT-bla reporter, antagonist mode | inhibition, % at 10 µM | 0.68% of 62,000 active | AID 612;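 active = inhibition above the mean of all tested compounds plus 3 SD, cut at about 43% in these data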;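 note: receptor stimulated by 5-CT agonist at 100 nM near EC80; beta-lactamase reporter measured by ratiometric fluorescence of a cleavable substrate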
MMP-13 inhibitor – blocks human MMP13 activity | inhibition, % at 4 µM | MMP-13 fTHP FRET cleavage, Mca fluorescence | AID 570 | 0.07% of 65,000 active;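 active = inhibition above the mean of compound-free control plate wells plus 3 SD, cut at about 14% in these data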;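 note: 0% = DMSO wells and 100% = wells with reference MMP-13 inhibitor after basal subtraction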
An asterisk follows results filed as active; · = no result given.

#	S1P1 ag pot	5HT1E ag	S1P3 agonist	A340 absorber	HTR1E antagonist	Her2 expr inh	Autofluor 339	5-HT1A blocker	MMP-13 inhibitor	Structure
1	·	0.3	1.1	1.04	0.6	97.3	1.11	-13.8	-5.3	Cc1ccccc1-c1nc(Cc2ccc(Cl)cc2)no1
2	4.1	8.4	-0.7	0.99	-1.0	95.7	1.12	14.3	1.7	O=C(NC1CC1)c1ccc(COc2ccc(F)cc2)o1
3	2.6	0.2	-1.3	1.03	-7.5	84.3	1.12	7.4	-0.4	c1ccc(OCc2nc3ccccc3s2)cc1
4	4.0	-0.3	-0.3	1	-2.8	51.5	1.02	-0.3	2.2	CCCCOC(=O)Cn1cnc2ccc(Br)cc2c1=O
5	14.2	1.1	-0.4	1.05	2.2	83.7	1.02	0.4	2.0	Cc1ccn2cc(CNS(=O)(=O)c3ccc(Cl)s3)nc2c1
6	3.0	-0.7	-0.5	1.02	18.0	109.7	1.07	19.6	-0.7	Cc1oc(C(=O)O)cc1CSCc1ccoc1C(=O)O
7	2.4	-1.1	0.1	1.03	8.6	78.3	1.09	2.3	1.0	Cc1noc(C)c1C(=O)NC1CCCc2ccccc21 (configuration not stated)
8	0.4	0.8	-0.9	1.04	-1.0	105.2	1.17	-15.8	0.3	CCOc1cc(-n2cnnn2)c(OCC)cc1NC(=O)c1cnccn1
9	·	0.1	·	1.02	-2.2	55.4	1.05	2.1	3.0	CCOc1cc(C2NC(=O)NC(C)=C2C(=O)OC(C)CC)cc(Br)c1O (configuration not stated)
10	-35.8	0.1	-0.9	1	10.0	51.4	1.04	4.2	6.3	COc1ccc(OC)c(NC(=O)CSc2nnc(-c3ccco3)n2-c2ccccc2)c1
11	-19.6	-0.5	-0.9	1.01	-4.7	89.2	1.12	-6.2	1.8	O=C(CNS(=O)(=O)c1ccc(Br)s1)NCc1ccc2c(c1)OCO2
12	·	0.6	·	1	11.6	76.6	1.16	8.7	-0.5	Cc1cc(NC(=O)CSc2nc3c([nH]c4ccccc43)c(=O)n2-c2cccc(C(F)(F)F)c2)no1
13	-22.8	0.0	-1.8	0.98	-3.9	165.9	1.09	0.4	4.5	Cc1ccnc(NC(=O)CCC(=O)N(CC(=O)NC2CCCCC2)c2ccc3c(c2)OCO3)c1
14	1.1	0.0	-1.2	1.03	-3.2	121.6	1.1	-7.1	1.3	Cc1ccc(C2=CSC3=NCCN23)c(C)c1
15	7.7	13.9*	1.1	1.03	-0.4	112.2	1.14	-0.7	-1.4	CC(C)c1nnc(NC(=O)Cn2nc(-c3ccc4c(c3)OCCO4)ccc2=O)s1
16	4.6	0.3	0.0	1.06	-2.9	97.0	1.13	-1.0	-1.8	CCOCCCNC(=O)N[C@@H](C)C(=O)OC
17	·	0.4	·	1.04	-6.0	93.1	0.92	5.6	10.8	O=C1Nc2ccccc2C(O)(C(=O)NCc2ccco2)N1c1ccccc1 (configuration not stated)
18	-39.5	0.3	-0.9	1.01	-1.7	109.4	0.9	-4.9	-3.0	CCCS(=O)(=O)N1CCC(C(=O)NCCCOC(C)C)CC1
19	1.9	-0.9	-0.8	0.95	0.4	96.1	1.06	5.5	-3.0	COc1ccc(N2CCN(C(=O)CSc3nnc(C)c(=O)[nH]3)CC2)cc1
20	-16.5	-1.2	-0.3	1.07	-2.4	99.4	1.1	7.9	5.3	COc1ccc(CNC2CCCCC2)cc1
21	·	0.6	·	1	11.3	164.5	1.02	-15.9	6.6	CCn1c(CCNC(=O)c2ccc(OC)c(OC)c2)nc2ccccc21
22	9.6	0.1	-1.0	0.99	-4.1	78.5	1	3.0	1.1	S=C(c1cccs1)N1CCCC1
23	-5.5	-0.6	-0.7	0.98	-3.9	71.7	1.04	-4.7	0.5	CC1CN(Cc2nc3c(c(=O)[nH]c(=O)n3C)n2CC(N)=O)CC(C)O1 (configuration not stated)
24	·	0.4	-0.6	1.03	-1.3	89.0	1.12	5.6	1.8	O=C(CSc1nnnn1-c1ccccc1)N1CCc2ccccc21
25	9.9	0.0	-1.1	1.06	12.5	117.6	1.09	·	-7.7	COc1ccc(/C(O)=C2\C(=O)C(=O)N(c3cc(C)on3)C2c2cccc(OC)c2OC)cc1C (configuration not stated)
26	12.2	-0.4	-1.9	1.02	5.4	68.9	1.02	·	1.2	CCOC(=O)C1CCN(c2nc3ccccc3nc2C(C#N)C(=O)NCCc2ccccc2)CC1 (configuration not stated)
27	-24.7	0.2	-0.9	1	1.0	87.1	1.16	-0.8	-15.9	O=C(CCS(=O)(=O)c1cccs1)Nc1ccc(C(=O)NCc2cccs2)cc1
28	15.6	-0.4	-1.1	1.07	-0.9	130.2	1.78	-2.7	0.7	N#Cc1c(NC(=O)CSc2nnc(-c3ccccc3O)n2-c2ccccc2)sc2c1CCCC2
29	3.4	-0.7	-0.9	1.02	-6.8	99.7	1.06	-12.8	4.3	CN(C)c1ccc(CN(C(=O)C2COc3ccccc3O2)C2CCS(=O)(=O)C2)cc1 (configuration not stated)
30	14.1	0.7	-0.5	1.08	1.0	79.3	1.09	0.3	5.0	CCOc1ccc(Nc2c3c(nc4ncnn24)CC(C)CC3)cc1 (configuration not stated)
31	-33.3	0.4	-0.4	1.02	3.2	77.6	1.06	-2.1	1.8	CCCn1c(CN(Cc2ccccc2)Cc2ccccc2)nc2c1c(=O)n(C)c(=O)n2C
32	-17.1	-0.4	-0.3	1.03	-2.3	81.5	1.07	-16.2	-3.4	O=C(O)c1ccc(NS(=O)(=O)c2ccc(Cl)cc2)cc1
33	-5.1	-1.6	-0.2	1.11	8.5	116.6	1.05	-8.4	0.4	C=CCSc1nncn1/N=C/c1ccc(OC)cc1
34	7.5	-0.2	0.1	1.06	-10.5	98.5	2.12*	-7.4	-17.4	Cc1cc(NCCCN2CCOCC2)n2ncc(-c3ccccc3)c2n1
35	16.5	-1.7	-1.1	1.05	17.5	92.5	1.65	30.9	-8.8	CC1=C(C#N)C(c2cn(-c3ccccc3)nc2-c2cccs2)C(C#N)=C(C)N1
36	-17.4	-0.1	-0.1	0.99	10.8	114.5	0.87	6.6	-1.6	COc1ccc(CCN(C)C(=O)CSc2nccn2C)cc1OC
37	-2.8	0.8	-0.5	0.99	1.1	52.9	1.02	-2.7	2.0	CS(=O)(=O)N1CCc2cc(C(=O)N3CCCCC3)ccc21
38	-16.6	0.5	-1.4	0.99	10.1	70.2	1.05	-6.2	1.2	CC(=O)N1CCc2cc(S(=O)(=O)CCC(=O)O)ccc21
39	-0.3	0.6	0.1	1.04	-10.0	-15.9*	1.04	-14.3	2.6	O=C1/C(=N/n2cnnc2)c2ccccc2N1Cc1ccccc1
40	-13.3	0.1	-1.0	1.04	8.6	92.1	1.16	1.9	0.1	CCC(=O)Nc1c2c(nc3c1CCC3)CCCC2
41	2.9	-0.7	-0.6	1.02	9.0	67.9	1.11	-11.6	0.0	Cc1nc2nc(Cc3ccccc3)[nH]n2c(=O)c1Cl
42	8.3	0.1	-1.0	1.03	1.7	69.1	1.05	11.8	1.6	O=C1CC(N2CCN(c3ccc(F)cc3)CC2)C(=O)N1Cc1ccc(N2CCCC2=O)cc1 (configuration not stated)
43	-10.7	-0.3	-0.2	1.09	-4.6	83.6	1.09	0.2	3.3	Cc1ccc2c(C)c(C(=O)Nc3nnc(C)s3)oc2c1
44	·	1.0	·	1.08	-4.0	82.6	1.06	-16.8	3.9	CCOC(=O)N1CCN(C(=O)CSCC(=O)N=c2sc3ccccc3n2C)CC1
45	-7.7	-0.5	-1.1	1.03	4.2	70.5	1.1	-5.0	1.6	CCN(CC)S(=O)(=O)c1cc(C(=O)NC2CCCCC2)ccc1C
46	-6.4	-0.5	0.1	1	4.6	78.2	1.07	5.7	-9.7	O=C(O)c1ccc(NCc2ccc3c(c2)OCO3)cc1
47	-27.6	-0.9	-1.4	0.99	13.3	67.2	1.01	1.9	0.8	COc1cccc(-c2cc(C(=O)Nc3cc(OC)c(OC)c(OC)c3)no2)c1
48	7.5	-0.7	-0.3	1.07	-2.5	91.8	1.19	-7.0	3.2	Cc1nc(C)c(C(=O)Nc2nc3c(C)cccc3s2)o1
49	-15.3	-0.7	0.6	1.05	2.7	173.9	1.1	1.7	-2.5	O=C(O)CCCC(=O)Nc1cccc(C(F)(F)F)c1
50	1.4	0.5	-1.2	1.04	3.9	112.7	1.09	-23.5	7.9	Nc1nc(-c2cccnc2)nn1C(=O)CCc1ccccc1
51	-1.3	0.5	-1.0	1.05	0.5	48.0	1.19	13.5	5.5	COc1ccc(OC)c2sc(NC(=O)C3COc4ccccc4O3)nc12 (configuration not stated)
52	-13.7	-0.6	0.2	1.01	-11.9	94.4	1.05	-19.6	5.4	COc1ccc(N(C(C)=O)C2C=CS(=O)(=O)C2)c(OC)c1 (configuration not stated)
53	·	-0.7	·	1.07	-5.5	147.2	1.09	-7.9	-1.7	COC(=O)CNc1c(-c2ccccn2)nc2ccc(Br)cn12
54	-2.6	-0.2	-0.2	1.03	-4.2	93.0	1.05	1.6	1.7	COc1ccccc1NC(=O)N1CCCC1C(=O)NCc1ccccc1 (configuration not stated)
55	17.4	0.9	0.6	1.02	10.8	94.0	1.08	2.9	6.9	O=P(COCCO)(c1ccccc1)c1ccccc1
56	9.1	0.3	-0.3	1.04	9.3	82.4	1.02	11.9	8.7	CC1CC(C)CN(C(=O)CSCC(=O)Nc2nc(-c3cccs3)cs2)C1 (configuration not stated)

2 of the compounds above, with one line to a screen:
(26) CCOC(=O)C1CCN(c2nc3ccccc3nc2C(C#N)C(=O)NCCc2ccccc2)CC1 (configuration not stated)
(36) COc1ccc(CCN(C)C(=O)CSc2nccn2C)cc1OC
Screen / compound no.	26	36
S1P1 ag pot	12.2	-17.4
5HT1E ag	-0.4	-0.1
S1P3 agonist	-1.9	-0.1
A340 absorber	1.02	0.99
HTR1E antagonist	5.4	10.8
Her2 expr inh	68.9	114.5
Autofluor 339	1.02	0.87
5-HT1A blocker	·	6.6
MMP-13 inhibitor	1.2	-1.6
